Compound activity deposited in PubChem by National Center for Advancing Translational Sciences (NCATS).
TCR act = Activators of T cell receptors: qHTS campaign. 330,000 tested, under 10 active. primary human leukocytes, anti-CD3, IL-2 HTRF, 48 h. Potency, µM (highest dose often 9.22 µM), without a hit: at the highest dose activation of IL-2 secretion, usual class: activators; note: % of control where 0% means no effect
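Primary human leukocytes receive a-CD3 beads and test compound and are incubated 48 hr. Secreted IL-2 is then assayed by HTRF, measuring 665nm acceptor emission after 320nm excitation of the europium donor.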
CXXC DNA block = qHTS Fluorescence Polarization Assay for Inhibitors of MLL CXXC domain - DNA interaction | MLL-CXXC / FITC-HOXA9 DNA fluorescence polarization | Potency, µM (top dose mostly 115 µM), inactives show at the highest dose activity change, negative = inhibition, most hits filed as inhibitors | 290,000 compounds, 0.037% hits | AID 2662, 2010; active = well fitted inhibition curve with a large enough effect in the polarisation, with a control signal flat, not every such curve was filed as active; inconclusive = small, poorly fitted or top-dose-only effect, or effect the other way, or a change in a side signal; inactive = no such curve, though single readings can be large or run the other way; the % refers to the polarisation; note: potency is the fitted concentration of half-maximal effect
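Steps: dispense CXXC domain solution (7 uM) → pin compounds or unlabeled HOX-A9 DNA control → 5 min ambient → add FLSN-HOX-A9 solution (50 nM) → spin → 30 min ambient → fluorescence polarization. Tris pH 7.5/NaCl/DTT/BSA buffer.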
Giardia killer = Small Molecules that selectively kill Giardia lamblia: qHTS; Giardia lamblia trophozoite viability; activity change, % at 7.66 µM, hits read low; 340,000 compounds, 0.15% hits; in the data active = activity change below about -80%; inconclusive = between about -30% and that limit;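 note: parasites exposed to compound for two days anaerobically before the ATP read; % is set by controls: 0 for no effect and ±100 for the full control effect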
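Giardia lamblia trophozoites (100 cells/well) were incubated with compounds for 48 h at 37 deg C under anaerobic conditions. Viability was read as ATP content by one-step luminescence after 15-30 min at room temperature.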
hERG WT inh = qHTS for Inhibitors of KCHN2 3.1: Wildtype qHTS; Voltage-gated inwardly rectifying potassium channel KCNH2 (Homo sapiens), Q12809; U2OS, BacMam KCNH2, thallium flux FluxOr; hits give low values; activity change, % at 1.84 µM; 340,000 compounds, 0.37% hits; AID 720551, 2013;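 active = maximum activity change below -70%; inconclusive = maximum activity change between -70% and -50%; inactive = maximum activity change above -50%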; note: % is set by controls: 0 for no effect and ±100 for the full control effect
Target sequence (Q12809 whole entry, looked up): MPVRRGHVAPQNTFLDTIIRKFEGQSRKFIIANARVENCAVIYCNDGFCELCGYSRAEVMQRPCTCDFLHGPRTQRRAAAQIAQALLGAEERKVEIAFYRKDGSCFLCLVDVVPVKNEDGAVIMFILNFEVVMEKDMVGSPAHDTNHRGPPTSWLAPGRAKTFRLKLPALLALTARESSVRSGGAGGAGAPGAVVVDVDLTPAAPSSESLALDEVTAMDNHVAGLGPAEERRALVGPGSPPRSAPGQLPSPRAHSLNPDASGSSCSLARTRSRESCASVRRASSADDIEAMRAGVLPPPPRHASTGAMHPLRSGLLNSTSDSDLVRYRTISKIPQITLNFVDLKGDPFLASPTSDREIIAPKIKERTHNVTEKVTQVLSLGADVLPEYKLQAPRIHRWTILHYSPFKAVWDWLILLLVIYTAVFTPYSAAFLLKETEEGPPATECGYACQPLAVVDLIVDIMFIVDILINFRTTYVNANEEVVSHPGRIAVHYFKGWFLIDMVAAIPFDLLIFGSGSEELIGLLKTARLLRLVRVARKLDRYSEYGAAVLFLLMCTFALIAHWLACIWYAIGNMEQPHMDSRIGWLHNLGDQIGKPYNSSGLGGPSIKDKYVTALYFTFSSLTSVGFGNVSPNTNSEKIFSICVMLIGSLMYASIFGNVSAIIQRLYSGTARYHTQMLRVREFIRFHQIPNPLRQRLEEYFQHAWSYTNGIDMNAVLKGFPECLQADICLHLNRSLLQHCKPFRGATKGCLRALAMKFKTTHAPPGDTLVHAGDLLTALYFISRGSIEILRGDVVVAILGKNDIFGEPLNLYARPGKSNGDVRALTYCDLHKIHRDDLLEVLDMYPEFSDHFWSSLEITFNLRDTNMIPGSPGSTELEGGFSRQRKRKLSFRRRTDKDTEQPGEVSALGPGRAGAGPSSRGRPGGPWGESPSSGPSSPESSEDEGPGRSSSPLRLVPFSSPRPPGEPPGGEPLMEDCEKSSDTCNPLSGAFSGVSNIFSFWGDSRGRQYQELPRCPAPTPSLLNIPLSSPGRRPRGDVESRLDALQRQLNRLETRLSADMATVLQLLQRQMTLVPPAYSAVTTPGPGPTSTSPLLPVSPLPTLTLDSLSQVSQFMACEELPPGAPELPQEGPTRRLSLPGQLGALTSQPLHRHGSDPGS
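U2OS cells transduced with wild-type KCNH2 virus are loaded with FluxOr dye for 45 min, and thallium flux is measured in kinetic reads before and after stimulation buffer. Rate constants are normalized to DMSO controls.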
Coupling enz = qHTS Assay for Inhibitors of Fructose-1,6-bisphosphate Aldolase from Giardia Lamblia: Coupling assay counterscreen | coupling enzyme system counterscreen, AmpLite Red fluorescence | 290,000 compounds, 0.67% hits | activity change, negative = inhibition, % at 58.2 µM, hits read low; in the data active = activity change below about -30%; note: % is set by controls: 0 for no effect and ±100 for the full control effect
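Fluorescence at 525 nm excitation and 598 nm emission measured inhibition of the coupled detection system without aldolase. Compounds (at 57.5 uM final) were preincubated 10 min at room temperature with coupling enzyme reagent before a 20 min substrate/AmpLite Red step.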
AT treatment = qHTS Assay for Identifying a Potential Treatment of Ataxia-Telangiectasia; […] A-T fibroblasts, KAP-1 phosphorylation AlphaLISA; neocarzinostatin DNA damage 30 min before lysis; Potency, µM (titrated, usually from 57.5 µM), for inactives: top-dose activation, hits mostly activators; 320,000 compounds, 0.19% hits; AID 485349, 2010; note: potency is the fitted concentration of half-maximal effect; % of control where 0% means no effect; nearly all actives have a fitted effect of over 45% in size
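ATM-like activity read as KAP-1 phosphorylation via AlphaLISA donor/acceptor antibody pairs after lysis and 6 hr at 25C. Cells were ATM-null patient fibroblasts ([…], hTERT), dosed 60 min, then exposed to the DSB inducer NCS for 30 min.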
BCR signal inh = qHTS Assay to Find Inhibitors of Chronic Active B-Cell Receptor Signaling; ABC-DLBCL IkBa-CBG/CBR reporter, luminescence ratio, 4 h; Potency, µM (top dose mostly 46.1 µM), without a hit: at the top dose ratio change, negative = lower green/red ratio, most hits filed as inhibitors; 340,000 compounds, 0.05% hits; active = well fitted inhibition curve with a large enough effect in the signal ratio, with a control signal flat, not every such curve was filed as active; inconclusive = small, poorly fitted or top-dose-only effect, or effect the other way, or a change in a side signal; the % refers to the signal ratio;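 note: potency is the fitted concentration of half-maximal effect; plate controls were basal doxycycline-induced cells for no effect and cells given 10 µM MG132 for full effect; MG132 reads +100%, hits lower the ratio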
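Concentration-response series (up to 46 uM) were applied to TMD8 dual-reporter cells for 4 h at 37C with doxycycline. Green/red ratio, after filter-overlap correction, defined %Activity; red signal alone was normalised to basal cells and zero luminescence.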
GALK inh = qHTS Assay for Inhibitors of Human Galactokinase (GALK) | Purified GALK, Kinase-Glo residual ATP luminescence | P51570 | AID 1868, 2009 | Potency, µM (series often up to 57.5 µM), inactives show at the highest dose activity change, negative = inhibition, actives largely listed as inhibitors | 270,000 compounds, 0.007% hits; note: potency is the fitted concentration of half-maximal effect; % is set by controls: 0 for no effect and ±100 for the full control effect
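GALK at 5 nM final was combined with compound, 35 uM ATP and 100 uM galactose in HEPES pH8.0 with MgCl2 and DTT. The reaction ran one hour at room temperature before luminescent ATP detection.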
Tb PFK block = qHTS Assay to Find Inhibitors of T. brucei phosphofructokinase; ATP-dependent 6-phosphofructokinase (Trypanosoma brucei brucei), O15648; T. brucei PFK, ADP-Glo luminescence; Potency, µM (top dose mostly 57.5 µM), for the others: top-dose activity, negative = inhibition, most hits filed as inhibitors; 330,000 compounds, 0.17% hits;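 note: potency is the fitted concentration of half-maximal effect; 0% = uninhibited 1x PFK enzyme wells and -100% = no-enzyme wells; nearly all actives have a fitted effect of over 60% in size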
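1.25 nM PFK with 0.5 mM F6P and 0.1 mM ATP in 0.1 M TEA pH 8.0, 5 mM MgCl2, incubated 45 min at room temperature; ADP measured by ADP-Glo luminescence; compounds titrated up to 57 uM.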
TSHR antag = Antagonists of the Thyroid Stimulating Hormone Receptor: HTS campaign; Thyrotropin receptor (Homo sapiens), P16473; TSHR-expressing cells, TSH-stimulated cAMP HTRF, 2 h; hits give low values; activity change, negative = inhibition, % at 11.5 µM; 330,000 compounds, 0.2% hits; AID 504810, 2011;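 active = activity change below a set negative limit, meaning inhibition stronger than a set level, cut at about -70% in these data; inconclusive = activity change between two set negative limits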; note: % is set by controls: 0 for no effect and ±100 for the full control effect
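TSHR-expressing cells were treated with compounds, then stimulated with TSH at EC80 (4nM final) for 2 hours at 37 deg C. Cellular cAMP was measured by HTRF competition between lysate cAMP and cAMP-d2 for a cryptate-labelled anti-cAMP antibody.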
Active calls of the source: *; ? = inconclusive; . = not tested or not shown; [ ] = dose if it differs, or a comment. Unless noted, calls come from the whole dose curve; as a rule, active = well fitted curve in the direction sought with a large enough effect; inconclusive = small, poorly fitted or top-dose-only effect, or another doubt; inactive = no such curve, though single readings can be large; an effect the other way counts as inactive or inconclusive.

SMILES	TCR act	CXXC DNA block	Giardia killer	hERG WT inh	Coupling enz	AT treatment	BCR signal inh	GALK inh	Tb PFK block	TSHR antag
CSc1nc(N)nc(SCC(=O)c2ccc(C)cc2)c1C#N	-1%	-1%	9	7	1	-6%	?	-1%	0%	-15
Cc1cccc(C(=O)OCC(=O)NC(C)C2CC3CCC2C3)c1O (stereo not drawn)	3%	.	5	-2	.	1%	1%	.	-2%	.
Cc1nc(SCC(=O)c2ccccc2)c([N+](=O)[O-])[nH]1	0%	1%	1	-10	5	-1%	?	0%	2%	-6
O=C1NC(=O)C(CC(=O)N(c2ccccc2)C2(C(=O)NC3CCCC3)CCCCC2)N1 (stereo not drawn)	-7%	-18%	1	9	2	5%	1%	0%	1%	6
Cc1cnnn1-c1cccc([N+](=O)[O-])c1	-8%	12%	-10	2	8	2%	1%	9%	-4%	13
Cc1cccc(NC(=O)C2CC(=O)N/C(=N/N=C/c3ccco3)S2)c1 (stereo not drawn)	3%[46.1 µM]	14%	-1	1	3	-3%	-5%	0%	-1%	10
Cc1ccccc1Cn1c(=O)sc2ccccc2c1=O	3%	6%	7	-19	1	22%	1%	5%	-7%	-10
CC1CCCCN1S(=O)(=O)c1ccc(C(=O)N(CCCN(C)C)c2nc3cc4c(cc3s2)OCO4)cc1 (stereo not drawn)	2%	4%	-15	18	.	6%	-1%	6%	5%	1
COc1ccc(NC(=O)CSc2nc3ccccc3nc2N2CCCC2)cc1Cl	3%	.	5	-9	1	-1%	15%	.	0%	7
CCCC(=O)C1C(=O)CC(C)(C)C(c2cc(C)no2)C1=O (stereo not drawn)	-1%	-1%	3	-3	3	1%	-7%	2%	5%	2

Remaining list, next part.
SMILES	TCR act	CXXC DNA block	Giardia killer	hERG WT inh	Coupling enz	AT treatment	BCR signal inh	GALK inh	Tb PFK block	TSHR antag
O=C(O)/C(=C\c1ccc(-c2ccccc2[N+](=O)[O-])o1)c1ccccc1	-1%	0%	3	-1	-3	-14%	?	-2%	25%	-6
CCN(CCn1cccn1)C(=O)CC1C(=O)NCCN1Cc1ccc(F)c(F)c1 (stereo not drawn)	.	-1%	6	-2	-4	-3%	-23%	4%	1%	1
O=C(NCCC(NS(=O)(=O)OCC(Cl)(Cl)Cl)c1ccccc1)C(F)(F)F (stereo not drawn)	0%	-4%	-2	.	1	1%	-4%	.	3%	5
Cc1cccc(/C=N/NC(=O)C[n+]2ccccc2)c1	3%	.	-7	3	.	3%	0%	.	-3%	-11
CCC(C)NC(=O)CNC(=S)N(CCCN1CCOCC1)Cc1cccs1 (stereo not drawn)	-5%	14%	-14	38	3	-2%	-3%	1%	2%	19
CCN(CC)CCN1C(=O)C(=O)/C(=C(/O)c2cnn(-c3ccccc3)c2C)C1c1cccs1 (stereo not drawn)	.	-5%	.	.	8	-4%	?	-2%	-4%	13
CCOc1ccc(CCNC(=O)c2nn(C)c3c2CS(=O)(=O)c2ccccc2-3)cc1	1%	9%	-8	-4	1	-4%	2%	6%	0%	2
Cc1ccccc1NC(=O)c1nn(C)c(C(=O)Nc2ccccc2C)c1[N+](=O)[O-]	-2%	-10%	-9	7	-3	-1%	13%	1%	1%	-9
CC1(NC(=O)CCNC(=O)c2ccc(C(C)(C)C)cc2)CCS(=O)(=O)C1 (stereo not drawn)	60%	.	-8	-22	.	-3%	-1%	.	-7%	3
CCCCc1ccc(NC(=O)Nc2cc(C)nn2C)cc1	6%	-2%	2	-15	1	-3%	-1%	10%	2%	-4

Next part.
SMILES	TCR act	CXXC DNA block	Giardia killer	hERG WT inh	Coupling enz	AT treatment	BCR signal inh	GALK inh	Tb PFK block	TSHR antag
CCCCC(=O)NC(=S)Nc1cccc(NC(=O)CC)c1	7%	-7%	-5	1	0	3%	-9%	-3%	1%	-1
CCCOc1cccc(-c2cc(C(=O)N/N=C/c3ccccn3)c3ccccc3n2)c1	-1%	-14%	-20	?	.	-2%	?	-6%	1%	-8
Cc1nc(C)c(C(=O)N/N=C/c2cn(C)c3ccccc23)s1	-1%	-3%	-15	1	-13	-1%	?	1%	1%	-12
C=CCN(c1ccc(Cl)cc1)S(=O)(=O)c1cccc(C(=O)OCC(=O)N(C)C)c1	-4%	-1%	-19	11	-3	8%	?	7%	3%	-1
CCOC(=O)C1CCN(c2ccc(Cl)nn2)CC1	-4%	-5%	19	-5	2	1%	?	0%	2%	-2
Cc1cccc(C(=O)OCC(=O)Nc2c(C)nn(-c3ccccc3)c2C)c1O	3%	.	-13	2	.	1%	-1%	.	9%	-11
O=C(NNc1ncnc2c1cnn2-c1ccc(F)cc1)c1ccco1	-1%	0%	17	-2	.	8%	8%	-3%	2%	-6
O=C(CCCc1ccccc1)Nc1cccnc1	-2%	4%	-10	-8	-3	0%	?	-2%	-8%	-4
COC(=O)[C@@]12CCCCN1[C@H](c1ccc(-c3ccc4c(c3)OCO4)c(OC)c1)[C@@H]1C(=O)N(C)C(=O)[C@@H]12	-1%	.	-3	17	.	-5%	-2%	.	-9%	0
Cc1ccc(CNC(=O)CN(c2ccc(C(C)C)cc2)S(=O)(=O)c2c(C)noc2C)cc1	-4%	2%	-14	12	.	22%	0%	-2%	-1%	-12

Going on with the list:
SMILES	TCR act	CXXC DNA block	Giardia killer	hERG WT inh	Coupling enz	AT treatment	BCR signal inh	GALK inh	Tb PFK block	TSHR antag
Brc1ccc(/C=N/Nc2ccccn2)cc1	1%	7%	9	-5	-5	-4%	?	0%	1%	4
CC(C)Cn1c(SCC(N)=O)nnc1-c1cccc(S(=O)(=O)N2CCOCC2)c1	2%	.	5	-9	.	-12%	1%	.	6%	-4
Cc1cccc(Nc2ncnc3onc(-c4ccc(F)cc4)c23)c1C	-2%	3%	-11	11	0	12%	?	.	2%	2
Cc1c(NC(=S)NC(NC(=O)C(C)C)C(Cl)(Cl)Cl)c(=O)n(-c2ccccc2)n1C (stereo not drawn)	-4%	7%	-11	2	4	3%	1%	.	-4%	0
COc1cccc(N(CC(=O)N2CCN(C)CC2)S(=O)(=O)c2ccccc2)c1	2%	3%	-25	-16	0	8%	7%	6%	2%	-5
CCCCN1CCc2c(c3ccccc3n2Cc2ccccc2)C1	-3%	7%	27	?	-2	5%	-5%	-1%	2%	-4
Fc1ccc(-c2ccnc(=S)[nH]2)cc1	1%	-3%	4	-10	0	-11%	-1%	0%	-1%	6
CCOC(=O)c1c(NC(=O)C(F)(OC)C(F)(F)F)sc2c1CCN(C)C2 (stereo not drawn)	0%	0%	-3	-19	-1	-4%	2%	-4%	2%	14
Cc1nn(-c2ccccc2)c(=O)c2noc(C)c12	0%	3%	3	4	2	-4%	1%	-2%	-1%	3
Cc1cc2c(cc1C)NC(=O)CC(C(F)(F)C(F)(F)C(F)(F)F)=N2	-4%[46.1 µM]	5%	5	-3	4	6%	?	4%	-1%	0

Following part:
SMILES	TCR act	CXXC DNA block	Giardia killer	hERG WT inh	Coupling enz	AT treatment	BCR signal inh	GALK inh	Tb PFK block	TSHR antag
CCCN(CC(=O)Nc1ccccc1C)C(=O)C1CC(=O)N(c2ccc(CC)cc2)C1 (stereo not drawn)	4%	.	4	-2	.	4%	?	.	-7%	9
CCc1ccccc1N(C(=O)c1snc(C(N)=O)c1N)C(C(=O)NCC1CCCO1)c1c[nH]c2ccccc12 (stereo not drawn)	5%	79%[activator]	-26	3	0	-5%	?	0%	1%	-50
O=C(c1cc2ccccc2o1)N1CCCCCC1	-1%[46.1 µM]	-9%	4	27	2	15%	?	-2%	-6%	10
CC(C)C(C(=O)NCC1CCCO1)N(Cc1ccccc1)C(=O)CNS(=O)(=O)c1ccccc1 (stereo not drawn)	1%	3%	-23	-5	-1	19%	9%	8%	-7%	34
CCC1CCC/C1=N\NC(=O)c1cc(C)[nH]n1 (stereo not drawn)	-1%	0%	7	2	4	2%	1%	1%	-7%	-1
